# Source: PubChem BioAssay
# IDH1 R132H inh: blocks human IDH1 R132H reductase activity | inhibition, % at 10 µM | O75874 | diaphorase/resazurin fluorescence, 60 min | AID 624101 | 70,000 tested, 0.18% active; in the data active = inhibition above about 34%;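 also: 0% = DMSO and 100% = no enzyme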
# Target sequence (O75874 whole entry R132H): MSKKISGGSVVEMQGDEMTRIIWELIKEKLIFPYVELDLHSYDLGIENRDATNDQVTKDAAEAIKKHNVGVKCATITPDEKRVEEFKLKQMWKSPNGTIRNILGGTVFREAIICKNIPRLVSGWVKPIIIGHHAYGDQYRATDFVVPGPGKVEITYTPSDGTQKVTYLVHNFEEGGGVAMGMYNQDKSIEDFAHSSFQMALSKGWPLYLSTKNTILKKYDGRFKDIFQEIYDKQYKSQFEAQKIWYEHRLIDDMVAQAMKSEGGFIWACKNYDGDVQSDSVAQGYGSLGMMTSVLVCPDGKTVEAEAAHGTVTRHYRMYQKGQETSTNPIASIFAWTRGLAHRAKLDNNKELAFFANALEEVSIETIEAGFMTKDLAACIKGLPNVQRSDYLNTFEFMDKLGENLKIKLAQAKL
# PRC2 inh: inhibitors of human EZH2/PRC2 methyltransferase; Q15910; PRC2 H3K27 methylation, DELFIA TRF, 1 h; 57,000 tested, 0.35% active; AID 651548; inhibition, % at 12.5 µM;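 active = mean inhibition of replicates at least 50% and every single replicate also reaching 50%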;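 also: dimethyl H3K27 on biotinylated H3 21-44 peptide detected by antibody; plate controls were median neutral control wells for no effect and median positive control wells for full effect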
# Starred values were filed as active, the others as inactive; . = no result given. Only part of the results is shown, so the mix of outcomes need not match the whole.
SMILES,IDH1 R132H inh,PRC2 inh
CNC[C@@H]1Oc2c(NC(=O)c3ccncc3)cccc2C(=O)N([C@H](C)CO)C[C@@H]1C,0.9,9.4
C[C@H](CO)N1C[C@H](C)[C@@H](CN(C)C(=O)Nc2ccc(C(F)(F)F)cc2)Oc2ccc(NS(=O)(=O)c3cccs3)cc2CC1=O,0.6,.
Cc1noc(C)c1NC(=O)Nc1ccc2c(c1)CC(=O)N([C@H](C)CO)C[C@H](C)[C@H](CN(C)S(=O)(=O)c1cccs1)O2,0.9,.
O=C(NCC[C@@H]1CC[C@@H](NS(=O)(=O)Cc2ccccc2)[C@@H](CO)O1)C1CCC1,0.2,11.5
C[C@@H]1CN([C@H](C)CO)C(=O)c2cc(C3=CCCC3)cnc2O[C@H]1CN(C)C(=O)Nc1ccccc1,0.1,.
Cc1noc(C)c1NC(=O)N(C)C[C@@H]1Oc2ccc(NS(=O)(=O)c3ccc(Cl)cc3)cc2CC(=O)N([C@@H](C)CO)C[C@H]1C,3.9,.
C[C@@H]1CN([C@@H](C)CO)C(=O)c2cccc(NS(=O)(=O)c3ccc(Cl)cc3)c2O[C@@H]1CN(C)S(=O)(=O)c1ccc(F)cc1,1.2,.
CC(C)[C@H](C)NC(=O)N(C)C[C@@H]1OCc2ccccc2-c2c(n(C)c3ccccc23)C(=O)N([C@@H](C)CO)C[C@H]1C,.,-34.0
O=C(C[C@@H]1CC[C@@H](NC(=O)Nc2cc(F)ccc2F)[C@@H](CO)O1)NCc1ccncn1,0.0,6.3
CC1C(=O)C23CC(O)C4C(C)(C(=O)OC5OC(CO)C(O)C(O)C5O)CCCC4(C)C2(O)CCC1C3 (stereo not given),1.4,0.0
C[C@@H]1CCCCO[C@H](CN(C)Cc2ccncc2)[C@@H](C)CN([C@H](C)CO)C(=O)c2cc(NC(=O)CCCCCC(=O)Nc3ccccc3N)ccc2O1,0.1,-3.1
Cc1ccccc1S(=O)(=O)N[C@H]1CC[C@H](CCn2cc(-c3ccccc3)nn2)O[C@H]1CO,0.2,-9.2
CCCC[C@@H](O)c1cc(OC)cc(=O)o1,1.0,10.3
CCC(=O)N1C[C@H](C)[C@H](OC)CN(C)C(=O)c2cc(NC(=O)C3CCOCC3)ccc2OC[C@@H]1C,0.2,-0.3
CCC(=O)N(C)C[C@@H]1Oc2ncc(C#Cc3ccncc3)cc2C(=O)N([C@H](C)CO)C[C@@H]1C,20.9,.
Cc1ccc(S(=O)(=O)NC(C)C(=O)Nc2cccc(C(F)(F)F)c2)cc1 (stereo not given),-0.7,-1.6
Cc1noc(C)c1NC(=O)N(C)C[C@H]1Oc2ncc(/C=C/c3ccccc3)cc2C(=O)N([C@H](C)CO)C[C@@H]1C,.,-20.4
CC1=C(SCCO)C(=O)c2ccccc2C1=O,.,-16.2
COc1ccc(OC)c(CN2CCN(Cc3cccc([N+](=O)[O-])c3)CC2)c1,0.0,-4.0
C[C@H]1CN([C@@H](C)CO)C(=O)c2cc(NC(=O)Nc3ccc(F)cc3)ccc2O[C@@H]1CN(C)S(=O)(=O)c1ccc(Cl)cc1,.,2.7
C[C@H](CO)N1C[C@H](C)[C@@H](CN(C)Cc2ccc3c(c2)OCO3)Oc2ccc(NC(=O)CCC(F)(F)F)cc2CC1=O,1.4,-5.3
Cc1noc(C)c1NC(=O)Nc1ccc2c(c1)C(=O)N([C@H](C)CO)C[C@@H](C)[C@@H](CN(C)S(=O)(=O)c1ccc(F)cc1)O2,2.1,.
COc1ccc(S(=O)(=O)N(C)C[C@@H]2Oc3ccc(NC(=O)Nc4ccccc4)cc3CC(=O)N([C@@H](C)CO)C[C@@H]2C)cc1,0.7,.
COc1ccc(S(=O)(=O)Nc2ccc3c(c2)C(=O)N([C@H](C)CO)C[C@@H](C)[C@H](CN(C)Cc2ccc(-c4ccccc4)cc2)O3)cc1,0.1,.
COC(=O)c1ccc(Cl)c(NC(=O)CN2CCN(C)CC2)c1,0.7,0.0
C[C@@H]1CN([C@H](C)CO)C(=O)Cc2cc(NC(=O)CCC(F)(F)F)ccc2O[C@H]1CN(C)S(=O)(=O)c1cn(C)cn1,0.3,.
O=C(CSc1ncccn1)Nc1ccc(Cl)cc1,2.0,3.4
COc1ccc(S(=O)(=O)Nc2ccc3c(c2)CC(=O)N([C@@H](C)CO)C[C@H](C)[C@H](CN(C)Cc2ccc(C(F)(F)F)cc2)O3)cc1,-2.0,.
C[C@@H]1CCCCO[C@@H](CN(C)C(=O)Cc2ccccc2)[C@H](C)CN([C@H](C)CO)C(=O)c2cc(NS(=O)(=O)c3cccs3)ccc2O1,0.2,.
C[C@@H]1CN([C@@H](C)CO)C(=O)Cc2cc(NC(=O)Nc3ccc(F)cc3)ccc2O[C@H]1CN(C)C,-0.9,.
C[C@H]1CN([C@@H](C)CO)C(=O)c2cc(N(C)C)ccc2O[C@@H]1CN(C)Cc1ccc2c(c1)OCO2,-1.3,-4.6
OCCCc1nc2ccccc2n1Cc1c(F)cccc1Cl,-0.1,-8.9
C[C@@H]1CCCCO[C@@H](CN(C)CC2CCCCC2)[C@H](C)CN([C@@H](C)CO)C(=O)c2cc(NC(=O)Nc3ccccc3)ccc2O1,1.3,.
CN(C)C(=O)C[C@@H]1C[C@H]2c3cc(NC(=O)c4cccnc4)ccc3O[C@H]2[C@H](CO)O1,-0.1,-0.9
O=C(C[C@H]1C=C[C@H](NC(=O)c2cccc(F)c2)[C@@H](CO)O1)Nc1nccs1,-0.2,-3.4
CO[C@H]1CN(C)C(=O)c2cc(NS(=O)(=O)c3cn(C)cn3)ccc2OC[C@H](C)N(Cc2cccc(F)c2)C[C@@H]1C,0.0,6.2
CCCC#Cc1ccc2c(c1)O[C@@H](CN(C)CC1CCOCC1)[C@@H](C)CN([C@@H](C)CO)S2(=O)=O,-1.9,-0.7
C[C@@H]1CN([C@H](C)CO)C(=O)c2cccc(N(C)C)c2O[C@H]1CN(C)C(=O)Nc1ccc(F)cc1,0.2,.
C=CCN(CC=C)S(=O)(=O)c1ccc(C(=O)Nc2ccccc2-c2nc3ccccc3[nH]2)cc1,0.6,-16.4
COc1ccc(S(=O)(=O)Nc2cccc3c2O[C@@H](CN(C)Cc2ccc(C(=O)Nc4ccccc4N)cc2)[C@@H](C)CN([C@H](C)CO)C3=O)cc1,0.7,-7.1
Cc1cc(C)c(NC(=O)COc2ccccc2C(=O)Nc2ccc3c(c2)oc2ccccc23)c(C)c1,1.8,.
CC(C)NC(=O)N(C)C[C@H]1OCCCC[C@@H](C)Oc2ccc(NC(=O)CCC(F)(F)F)cc2C(=O)N([C@@H](C)CO)C[C@H]1C,1.2,-1.5
C[C@@H]1CN([C@H](C)CO)C(=O)c2cc(-c3cccc(C#N)c3)cnc2O[C@H]1CN(C)Cc1ccccc1,-1.7,6.2
COC(=O)[C@]1(CCC(=O)OC(C)(C)C)N=C(c2ccc(OCCCO)cc2)O[C@@H]1c1ccccc1,.,23.9
Cc1ccc(S(=O)(=O)N(C)C[C@H]2Oc3ccc(NC(=O)Nc4ccc5c(c4)OCO5)cc3C(=O)N([C@@H](C)CO)C[C@H]2C)cc1,-4.3,.
O=C(NCC[C@@H]1CC[C@@H](NS(=O)(=O)c2cccc(Cl)c2)[C@H](CO)O1)c1cnccn1,0.0,-2.2
Cc1ccc(C)c(NC(=O)CSc2c(C)n[nH]c2C)c1,0.2,5.2
C[C@H]1CN([C@@H](C)CO)C(=O)c2cc(Br)cnc2O[C@H]1CN(C)CC1CCCC1,-1.7,1.2
C[C@@H]1CN([C@@H](C)CO)C(=O)c2cccc(NC(=O)C3CC3)c2O[C@H]1CN(C)S(=O)(=O)c1cccs1,-3.7,.
CCCC#Cc1ccc2c(c1)O[C@@H](CN(C)Cc1cccnc1)[C@H](C)CN([C@@H](C)CO)S2(=O)=O,13.0,.
# Further structures follow:
SMILES,IDH1 R132H inh,PRC2 inh
COc1ccc(S(=O)(=O)Nc2ccc3c(c2)C(=O)N([C@H](C)CO)C[C@H](C)[C@@H](CN(C)Cc2ccc(C(=O)O)cc2)OCCCC[C@H](C)O3)cc1,0.3,.
O=C(C[C@@H]1C=C[C@@H](NC(=O)Nc2ccccc2F)[C@H](CO)O1)NCc1ccc(-c2ccccc2)cc1,-0.4,-11.6
C=C[C@]1(C)C=C2CCC3C(C)(CCC[C@@]3(C)C(=O)O)C2CC1 (stereo not given in full),-0.1,-2.7
C[C@@H]1CN([C@@H](C)CO)C(=O)c2cc(NC(=O)CCC(F)(F)F)ccc2O[C@@H]1CN(C)Cc1ccc(C(=O)Nc2ccccc2N)cc1,-0.3,-4.4
CC(C)NC(=O)N(C)C[C@H]1Oc2c(NC(=O)Nc3ccc(C(F)(F)F)cc3)cccc2C(=O)N([C@H](C)CO)C[C@H]1C,0.9,-18.3
Cn1c(SCC(=O)Nc2ccc(Br)c(Cl)c2)nnc1-c1ccco1,-0.1,-4.2
Cc1noc(C)c1S(=O)(=O)Nc1ccc2c(c1)CC(=O)N([C@H](C)CO)C[C@H](C)[C@@H](CN(C)S(=O)(=O)c1ccccc1)O2,-2.8,.
C[C@@H]1CCCCO[C@@H](CN(C)Cc2ccccc2)[C@@H](C)CN([C@H](C)CO)C(=O)c2cc(NS(=O)(=O)c3cccs3)ccc2O1,3.1,.
Cc1cc(C(=O)Nc2cccc3c2O[C@@H](CN(C)Cc2ccc(Cl)c(Cl)c2)[C@H](C)CN([C@@H](C)CO)C3=O)n(C)n1,4.5,-26.8
COCC(=O)Nc1ccc2c(c1)OC[C@@H](C)N(Cc1cccc(F)c1)C[C@H](C)[C@H](OC)CN(C)C2=O,0.0,-1.5

# Given as labelled records: two of the compounds above
Cc1noc(C)c1S(=O)(=O)Nc1ccc2c(c1)CC(=O)N([C@H](C)CO)C[C@H](C)[C@@H](CN(C)S(=O)(=O)c1ccccc1)O2
  IDH1 R132H inh: -2.8
  PRC2 inh: .
Cn1c(SCC(=O)Nc2ccc(Br)c(Cl)c2)nnc1-c1ccco1
  IDH1 R132H inh: -0.1
  PRC2 inh: -4.2

# As a working copy, some entries already given:
SMILES,IDH1 R132H inh,PRC2 inh
O=C(C[C@@H]1C=C[C@@H](NC(=O)Nc2ccccc2F)[C@H](CO)O1)NCc1ccc(-c2ccccc2)cc1,-0.4,-11.6
C=C[C@]1(C)C=C2CCC3C(C)(CCC[C@@]3(C)C(=O)O)C2CC1 (stereo not given in full),-0.1,-2.7
C[C@@H]1CN([C@@H](C)CO)C(=O)c2cc(NC(=O)CCC(F)(F)F)ccc2O[C@@H]1CN(C)Cc1ccc(C(=O)Nc2ccccc2N)cc1,-0.3,-4.4
CC(C)NC(=O)N(C)C[C@H]1Oc2c(NC(=O)Nc3ccc(C(F)(F)F)cc3)cccc2C(=O)N([C@H](C)CO)C[C@H]1C,0.9,-18.3
Cn1c(SCC(=O)Nc2ccc(Br)c(Cl)c2)nnc1-c1ccco1,-0.1,-4.2
Cc1noc(C)c1S(=O)(=O)Nc1ccc2c(c1)CC(=O)N([C@H](C)CO)C[C@H](C)[C@@H](CN(C)S(=O)(=O)c1ccccc1)O2,-2.8,.

# More results.
SMILES,IDH1 R132H inh,PRC2 inh
C[C@H]1CN([C@@H](C)CO)C(=O)CCCn2nncc2CO[C@H]1CN(C)C(=O)Nc1ccc(C(F)(F)F)cc1,4.3,.
COc1ccc(S(=O)(=O)Nc2cccc3c2O[C@@H](CN(C)C(=O)Nc2ccc4c(c2)OCO4)[C@@H](C)CN([C@H](C)CO)C3=O)cc1,-1.3,.
CS(=O)(=O)N(CC(=O)Nc1ccccc1Br)c1cc(Cl)c(Cl)cc1Cl,0.0,12.8
CNC[C@@H]1Oc2ccc(NC(=O)Cn3cnnn3)cc2CC(=O)N([C@H](C)CO)C[C@H]1C,-2.0,.
CC(C)C#Cc1cnc2c(c1)C(=O)N([C@H](C)CO)C[C@@H](C)[C@H](CN(C)C(=O)c1ccc3c(c1)OCO3)O2,0.1,4.8
C[C@@H]1CN([C@H](C)CO)C(=O)c2cc(-c3ccc(C(=O)N(C)C)cc3)cnc2O[C@@H]1CN(C)C(=O)C1CC1,0.1,7.7
C[C@@H]1CN([C@H](C)CO)C(=O)c2cc(NS(=O)(=O)c3cn(C)cn3)ccc2O[C@@H](C)CCCCO[C@H]1CN(C)S(=O)(=O)c1cn(C)cn1,-3.3,.
Cc1ccccc1S(=O)(=O)N(C)C[C@@H]1OCc2cnnn2CCCC(=O)N([C@H](C)CO)C[C@@H]1C,3.3,2.1
C[C@@H]1CN([C@@H](C)CO)S(=O)(=O)c2ccc(Br)cc2O[C@@H]1CN(C)C(=O)c1ccncc1,.,24.7
C[C@H](CO)N1C[C@H](C)[C@@H](CN(C)C(=O)Nc2ccccc2)Oc2ccc(NC(=O)Cn3cnnn3)cc2CC1=O,0.2,.
C/C=C(/C)C(=O)OC1Cc2c(ccc3ccc(=O)oc23)OC1(C)C (stereo not given),-0.5,-6.9
CN1CCN(C(=O)C[C@H]2C[C@H]3c4cc(NC(=O)Nc5ccccc5)ccc4O[C@H]3[C@H](CO)O2)CC1,-2.7,3.5
C[C@@H]1CCCCO[C@@H](CN(C)C(=O)CCCN(C)C)[C@H](C)CN([C@H](C)CO)C(=O)c2cc(NS(=O)(=O)c3cn(C)cn3)ccc2O1,-3.1,.
C[C@@H]1CN([C@H](C)CO)C(=O)CCCn2cc(nn2)CO[C@@H]1CN(C)C(=O)C1CCCCC1,0.2,0.4
C[C@@H]1CCCCO[C@H](CN(C)C(=O)CCCN(C)C)[C@@H](C)CN([C@@H](C)CO)C(=O)c2cc(NC(=O)C3CCCCC3)ccc2O1,3.1,.
COC(=O)c1ccc(C(=O)OC)c(NS(=O)(=O)c2ccc3c(c2)OCCO3)c1,-0.4,5.8
Cc1ccc(C(=O)O)cc1NC(=O)CCN1C(=O)c2ccccc2C1=O,0.0,-7.9
N#Cc1c(NC(=O)CCCOc2ccc(Cl)cc2Cl)sc2c1CCCC2,-0.1,12.3
CCCC#Cc1ccc2c(c1)O[C@@H](CN(C)S(=O)(=O)c1cccc(OC)c1)[C@H](C)CN([C@@H](C)CO)S2(=O)=O,-0.1,22.4
COc1ccc(NC(=O)Nc2ccc3c(c2)[C@@H]2C[C@@H](CC(=O)N[C@@H](C)c4ccccc4)O[C@H](CO)[C@@H]2O3)cc1,0.1,-8.3
